# MEX-5 binding: C. elegans MEX-5 TCR-2 RNA binding activity. Q9XUB2. hit rate 0.38% among 300,000. MEX-5/FITC-TCR2 RNA binding, fluorescence polarization; stronger effect = lower value. AID 1832. activity score (negative = inhibition of binding), % at 10 µM;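 active = inhibition past about -25% in most replicates, and total fluorescence under double the plate's negative control median, limit read from the data; inconclusive = replicates evenly split on the limit, or fluorescence at least double controls; inactive = too little inhibition in most replicates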;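 note: 0% = DMSO and -100% = 5 µM competing unlabeled TCR2 RNA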
# Target sequence (Q9XUB2 whole entry, looked up): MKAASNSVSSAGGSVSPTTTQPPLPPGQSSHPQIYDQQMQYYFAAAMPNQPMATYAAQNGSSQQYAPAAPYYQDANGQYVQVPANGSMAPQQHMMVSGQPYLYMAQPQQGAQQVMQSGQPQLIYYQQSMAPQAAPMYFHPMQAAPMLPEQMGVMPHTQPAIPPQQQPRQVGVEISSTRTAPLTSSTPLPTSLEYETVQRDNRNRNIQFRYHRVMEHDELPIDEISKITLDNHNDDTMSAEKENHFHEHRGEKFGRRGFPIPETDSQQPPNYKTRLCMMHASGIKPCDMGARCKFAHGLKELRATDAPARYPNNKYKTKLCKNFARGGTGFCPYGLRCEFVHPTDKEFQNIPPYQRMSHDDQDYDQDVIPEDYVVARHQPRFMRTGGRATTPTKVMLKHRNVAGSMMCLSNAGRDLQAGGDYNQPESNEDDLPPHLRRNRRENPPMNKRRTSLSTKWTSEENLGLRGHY
# BCLXL inh: Bcl-xL (human) inhibition; Q07817; GST-Bcl-xL / FITC-Bim BH3 peptide fluorescence polarization; inhibition, % at 10.9 µM; hit rate 0.7% among 320,000; AID 2129;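 active = inhibition above the mean of all tested compounds plus 3 SD, cutoff set per campaign, cut at about 30% in these data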;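 note: 0% = DMSO wells and 100% = unlabeled Bim-BH3 peptide competitor; inhibitors lower millipolarization by displacing the labeled peptide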
# Target sequence (Q07817 whole entry, looked up): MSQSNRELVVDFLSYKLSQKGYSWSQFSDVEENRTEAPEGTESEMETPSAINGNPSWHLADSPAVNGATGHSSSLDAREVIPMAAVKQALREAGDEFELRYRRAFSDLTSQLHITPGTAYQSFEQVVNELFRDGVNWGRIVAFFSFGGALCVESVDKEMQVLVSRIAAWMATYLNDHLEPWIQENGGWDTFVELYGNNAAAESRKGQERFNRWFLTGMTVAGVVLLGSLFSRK
# Fam108B inh: Fam108B inhibition, counter-screen for RBBP9 inhibitors; recombinant Fam108B, FP-Rh probe fluorescence polarization; hit rate 0.33% among 300,000; inhibition, % at 9.51 µM;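 active = inhibition above the screen mean inhibition plus 3 SD, computed separately per campaign, cut at about 18% in these data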;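 note: inhibitors lower polarization as less probe binds the enzyme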
# MCL1-BIM inh: MCL1-BIM-BH3 interaction inhibition (human). Q07820. hit rate 0.68% among 320,000. GST-MCL1 / FITC-Bim-BH3 fluorescence polarization. inhibition, % at 10.9 µM;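 active = inhibition above the mean inhibition of all tested compounds plus 3 SD, set per campaign, cut at about 40% in these data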;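 note: 0% = DMSO wells and 100% = unlabeled Bim-BH3 peptide control; higher means more loss of mP so more displacement of Bim peptide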
# Efflux pump inh: antifungal efflux pump inhibition, Nile Red retention; S. cerevisiae Candida pump triplex; inhibition, % at 10 µM; hit rate 0.44% among 330,000; AID 485275;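 active = plate passing quality check with inhibition over a set limit, or well fluorescence over plate mean plus 4 SD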;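 note: Nile Red retained in pooled yeast measured as flow cytometry median fluorescence; 0% = buffer negative control and 100% = Enniatin B positive control; higher means more Nile Red kept so more efflux inhibition; some compounds called inactive have numbers as strong as hits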
# Yeast superoxide: yeast age-related superoxide inhibition as caloric restriction mimetic; S. cerevisiae aged cells, superoxide DHE fluorescence; stronger effect = lower value; superoxide response (% of plate mean), % at 10 µM; hit rate 0.18% among 330,000;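 active = superoxide response under a set limit, about three screen SD below normal, cut at about 65% in these data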;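 note: yeast aged for seven days with compound at 30 °C before DHE staining; 100% = average MFI of all compound-treated wells on the plate with controls excluded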
# ZTA DNA inh: blocks Epstein-Barr virus ZTA, an EBNA-1 counter-screen; inhibition, % at 11 µM; AID 2234; ZTA-DNA binding, fluorescence polarization; hit rate 0.15% among 320,000; in the data active = inhibition above about 33%
# Target sequence (P03206 whole entry, looked up): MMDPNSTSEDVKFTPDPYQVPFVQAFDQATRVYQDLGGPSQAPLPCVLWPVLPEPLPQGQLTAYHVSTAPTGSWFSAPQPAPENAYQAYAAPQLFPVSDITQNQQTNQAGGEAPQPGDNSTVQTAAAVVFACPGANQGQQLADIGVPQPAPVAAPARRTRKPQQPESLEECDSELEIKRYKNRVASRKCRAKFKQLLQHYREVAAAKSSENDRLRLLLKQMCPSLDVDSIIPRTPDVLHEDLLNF
# GLD-1 TGE inh: GLD-1-TGE RNA interaction inhibition (C. elegans); Q17339; purified GLD-1 + fluorescein TGE RNA, fluorescence polarization; inhibition, % at 5.96 µM; hit rate 0.44% among 320,000;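 active = percent inhibition above a per-plate cutoff, the plate mean of test compounds plus 3 SD, cut at about 30% in these data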;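 note: 0% = DMSO wells with GLD-1 and probe and 100% = wells lacking GLD-1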
# EBNA-1 inh: blocks EBNA-1 binding to DNA. inhibition, % at 14.8 µM. EBNA-1 DNA binding, fluorescence polarization. hit rate 0.34% among 300,000; in the data active = inhibition above about 28%
# * marks the source's active call; other numbers are inactive results; ? = inconclusive; nt = no result given; + = active, no number.
SMILES,MEX-5 binding,BCLXL inh,Fam108B inh,MCL1-BIM inh,Efflux pump inh,Yeast superoxide,ZTA DNA inh,GLD-1 TGE inh,EBNA-1 inh
COC(=O)Cc1c(O)ccn(CCc2c[nH]c3ccccc23)c1=O,-2.2,1,4,2,0.1,108,-5,9,-9
Cc1cc(C)c(NC(=O)CN2C(=O)NC3(CCOc4ccccc43)C2=O)c(C)c1 (centres undefined),3.1,1,-3,-1,0.0,96,-1,0,-8
CC(NC(=O)CCSCc1ccccc1F)c1ccccc1 (centres undefined),-1.5,15,4,12,0.0,88,1,-5,2
O=C(Nc1ccccc1F)c1ccc(CNS(=O)(=O)c2cccc(C(F)(F)F)c2)cc1,0.6,3,-5,0,-0.1,91,12,7,11
O=C(COC(=O)c1ccccc1Br)NCCC1=CCCCC1,-0.1,11,-4,8,0.1,103,7,4,6
COc1ccc(-c2nc(CSCC(=O)NC3CCN(Cc4ccccc4)CC3)c(C)o2)cc1OC,2.4,1,-1,2,0.1,100,0,-4,4
Cc1ccc(S(=O)(=O)N2CCOCC2)cc1C(=O)NCC1CCCO1 (centres undefined),-1.6,0,4,11,-0.2,105,7,3,6
CCN1CCN(c2ccc(S(=O)(=O)N3CCCCC3)cc2NC(=O)COc2ccc(F)cc2Cl)CC1,2.7,-6,1,-25,-1.8,95,6,6,15
COCCN(C(=O)c1cc(Cl)nc2ccccc12)c1c(N)n(Cc2ccccc2)c(=O)[nH]c1=O,nt,-4,nt,-9,0.2,121,-4,-2,nt
COc1cccc(NC(=O)CN(C)C(=O)c2cc(-c3ccc(C)o3)nc3ccccc23)c1,nt,7,nt,8,0.0,102,14,2,nt
Cc1ccc(C)c(N2CCN(C(=O)CCCCn3c(=O)[nH]c4ccccc4c3=O)CC2)c1,-0.5,4,-4,5,0.3,92,3,8,-10
CSc1cccc(NC(=O)CCCOc2ccc(Cl)cc2Cl)c1,1.4,-1,-30,2,-0.1,89,-6,-1,-5

# Arranged by SMILES length (descending): part of the list above.
SMILES,MEX-5 binding,BCLXL inh,Fam108B inh,MCL1-BIM inh,Efflux pump inh,Yeast superoxide,ZTA DNA inh,GLD-1 TGE inh,EBNA-1 inh
COc1ccc(-c2nc(CSCC(=O)NC3CCN(Cc4ccccc4)CC3)c(C)o2)cc1OC,2.4,1,-1,2,0.1,100,0,-4,4
Cc1cc(C)c(NC(=O)CN2C(=O)NC3(CCOc4ccccc43)C2=O)c(C)c1 (centres undefined),3.1,1,-3,-1,0.0,96,-1,0,-8
O=C(COC(=O)c1ccccc1Br)NCCC1=CCCCC1,-0.1,11,-4,8,0.1,103,7,4,6

# Next section
SMILES,MEX-5 binding,BCLXL inh,Fam108B inh,MCL1-BIM inh,Efflux pump inh,Yeast superoxide,ZTA DNA inh,GLD-1 TGE inh,EBNA-1 inh
Cc1ccc(CNC(=O)c2cnc(-c3ccccn3)nc2C(F)(F)F)cc1,-1.4,6,2,4,0.0,100,6,5,-9
COc1ccc(S(=O)(=O)N2CC(O)CC2C(=O)Nc2cccnc2)cc1 (centres undefined),1.6,-4,1,-1,-0.1,97,-2,3,-3
CC(C)(C)c1cc[n+](/C(C(=S)NC2CC2)=C(/[O-])c2ccc(Cl)s2)cc1,1.4,14,10,22,-0.2,98,-2,4,2
CCS(=O)(=O)N1CCC(C(=O)O)CC1,2.1,2,-6,8,0.4,119,1,-2,-1
CCCCc1nc(NCc2ccccc2)c(C#N)c2c1COC(C)(C)C2,nt,5,-2,3,0.1,97,6,2,-11
O=S1(=O)CCN(Cc2ccc(F)cc2)CC1,-1.0,0,2,-2,-0.1,110,9,1,2
COc1ccc(-c2n[nH]c(C)c2-c2ccc(Cl)cc2)c(O)c1OC,1.2,5,5,8,-0.1,105,1,2,-7
COC(=O)C1=C[C@@H](C(=O)OC)[C@@H]2C3=C(C(=O)[C@@]2(C)NC(=O)c2ccccc2)[C@H](c2ccccc2)[C@@H]2C(=O)NC(=O)[C@@H]2[C@@H]3C1,-3.5,1,-1,6,nt,nt,-11,7,-4
COc1cccc(CN(C)C(=O)c2cccc(S(=O)(=O)N3CCN(c4ccc(F)cc4)CC3)c2)c1OC,-0.2,-1,-1,-1,0.0,98,5,6,-11
CN(CC(=O)O/N=C(\N)c1ccccn1)S(=O)(=O)c1cc(Cl)ccc1Cl,0.2,3,0,6,-0.1,84,22,9,8
CC(=O)c1nc(N2C(=O)CC(Cc3ccc(C)cc3)C2=O)sc1C (centres undefined),-2.8,-2,-12,6,0.4,83,0,2,-7
CCOc1ccc(S(=O)(=O)N(C)c2ccc(OCC(=O)NCc3ccc(C(=O)OC)cc3)cc2)cc1,0.2,-1,-4,7,0.1,107,3,1,-5
O=S(=O)(NCc1ccc(Cl)cc1)c1cnc[nH]1,-0.2,2,2,-5,-0.1,97,-17,2,-6
CCN(CC(=O)NC(C)(C)C)C(=O)CN1c2cccc3cccc(c23)S1(=O)=O,1.2,3,-1,-2,-0.1,92,2,1,-11
COc1ccccc1CC(NC(C)=O)C(=O)NC1CCN(C(=O)Nc2ccccc2Cl)CC1 (centres undefined),-0.2,4,1,9,-0.3,103,7,2,-2
CCOC(=O)c1sc2nc3c(cc2c1N)COC(C(C)C)C3 (centres undefined),0.5,2,-4,-2,0.0,103,-12,4,6
CCOC(=O)Cn1cc(/C=C(/C#N)C(=O)NC(C)C)c2ccccc21,-0.9,-10,3,-8,0.1,99,-2,-1,-25
COc1ccccc1CNS(=O)(=O)c1ccc2c(c1)N(C(C)=O)CCO2,-1.0,2,5,-4,0.5,93,-10,-7,-3
CCOC(=O)c1c(C)nc2sc(C(=O)Nc3ccccc3)c(N)c2c1-c1ccc(OC)cc1,1.4,4,2,2,0.1,103,4,4,-12
CCOc1cccc(N)c1,nt,-2,nt,-10,0.4,131,-2,-1,nt
N#CNC1=NCN(CCc2ccccc2)CN1,2.8,2,1,3,-0.1,95,16,2,15
CCOC(=O)C(NCCOC)(NC(C)=O)C(F)(F)F (centres undefined),1.2,-5,-1,-10,-0.1,111,10,9,-3
O=C(CCN1C(=O)S/C(=C/c2ccc(F)cc2)C1=O)Nc1ccc(O)c(C(=O)O)c1,-0.4,19,5,-5,0.0,110,5,5,-2
Cc1ccc(NC(=O)Cn2nnc(-c3ccccc3NC(=O)c3cccs3)n2)cc1,-1.4,4,-51,6,0.2,99,15,4,-6
COc1ccc(N2CCN(CCNC(=O)C3CC(=O)N(C4CCCC4)C3)CC2)cc1 (centres undefined),-1.9,4,-5,5,0.1,102,3,0,7
Cc1ccc(C)c(NC(=O)C(CC(=O)O)C2CCCO2)c1 (centres undefined),2.5,2,2,13,-0.1,91,-10,-2,-5
O=C1CN(C(=O)c2cc3ccccc3oc2=O)C(c2ccccc2)c2cc(F)ccc2N1 (centres undefined),-4.5,2,1,1,0.2,101,-4,8,1
COc1ccc(C(=O)NCC(=O)NCc2cc(=O)n(C)c(=O)n2C)cc1,1.7,4,1,4,0.3,95,7,-1,-10
COCCNC(=O)c1cc2c(=O)n3cccc(C)c3nc2n1C,-0.5,1,0,-1,0.2,106,-3,2,-11
COc1cccc(CN(C)C(=O)c2cc(COc3ccc(-n4cncn4)cc3)on2)c1,-1.1,4,-2,6,0.1,102,17,7,-8
CC(C)(C)NC(=O)C(c1ccc(O)cc1)N(Cc1ccco1)C(=O)CCC(=O)Nc1ccccn1 (centres undefined),4.1,3,3,-1,0.0,93,16,3,-8
COc1ccc(C(=O)N/C(=C/c2cccs2)c2nc3ccccc3[nH]2)cc1OC,0.7,2,5,2,0.1,94,5,-4,-3
Cc1nc(N2CCN(Cc3ccccc3)CC2)nc2c1C(=O)CC(c1ccco1)C2 (centres undefined),1.0,6,-2,2,0.3,90,-17,10,-5
COc1ccc(OCCSc2nnc(CCNC(=O)c3ccc(Cl)c(Cl)c3)n2C)cc1,0.3,1,-6,1,-0.1,91,-5,5,5
COc1ccc(N2CC(C(=O)Nc3ccc(S(=O)(=O)Nc4nc(C)cc(C)n4)cc3)CC2=O)cc1 (centres undefined),1.6,1,3,2,0.1,101,-4,10,-1
O=c1cc(CN2CCCc3ccccc32)nc2sccn12,?,199*,8,+,-0.1,92,10,-9,12
NS(=O)(=O)c1ccc(NC(=O)COC(=O)COc2cccc(C(F)(F)F)c2)cc1,-0.3,2,2,-12,-0.2,108,-25,1,0
Cc1cccc(OCCCOc2cccc3cccnc23)c1C,-0.2,1,3,4,0.0,88,4,7,13
COc1cc(C(C[N+](=O)[O-])c2c(N)n(C)c(=O)n(C)c2=O)ccc1O (centres undefined),1.0,7,-4,10,-0.2,99,3,6,-8
CCOc1ccc(N2C(=O)/C(=C/c3cc(OC)c(OC)c(OC)c3)N(CC(=O)OC)C2=S)cc1,-0.1,10,-2,5,0.2,106,-7,1,-7
COc1ccc(-c2cc(C(=O)N(C)Cc3ccccc3)no2)cc1OC,-3.0,-2,1,8,-0.2,84,7,-4,-6
COC(=O)C1=C(C)N(C)C(=O)NC1c1ccsc1 (centres undefined),-0.8,2,-3,9,-0.4,85,-23,9,-9
CNC(=S)N/N=C(\C)c1ccccc1,0.3,4,3,14,0.0,94,0,1,-1
O=S1(=O)CCN(Cc2cccc(Cl)c2)CC1,1.4,2,2,-2,0.0,108,-4,-3,-6
CCc1ccccc1NC(=O)CSc1nnc([C@@H](NC(=O)OC(C)(C)C)C(C)CC)o1 (some centres undefined),5.2,1,-1,-4,0.0,102,8,5,8
COc1ccc(CNC(=O)c2cccc(N(C)C)c2)cc1,2.4,10,2,10,-0.1,91,-2,-6,2
O=C1CCCC2=C1C(c1ccccc1)NC(=S)N2 (centres undefined),-0.7,1,0,3,-0.1,93,0,-4,5
Cc1csc(=O)n1CCC(=O)OCC(=O)Nc1cccc(C#N)c1,0.0,2,-3,-2,-0.1,98,12,-1,0
CN1CCN(c2nc3c(c(=O)[nH]c(=O)n3C)n2Cc2cccc(Br)c2)CC1,0.2,8,3,7,-0.1,98,12,0,-7
Nc1nnc(-c2ccco2)s1,-1.8,5,2,7,0.0,94,-6,1,1
COc1ccc(CCCc2nc3ccccc3[nH]2)cc1,?,4,-1,6,0.0,101,-14,5,-2
O=C(Nc1ccc(OC(F)F)cc1)c1cc[n+]([O-])cc1,-1.1,-2,1,-2,-0.2,99,-3,9,7
CCOC(=O)c1csc(COc2ccc(OC)cc2)n1,1.6,9,-1,5,0.0,114,-6,3,2
CC1(C)CC(=O)C(=Cc2cn(-c3ccccc3)nc2-c2ccccc2)C(=O)C1,-0.5,7,-1,15,0.0,93,7,-6,1
COc1cc(-c2nnc(SC/C=C/c3ccccc3)n2N)cc(OC)c1OC,2.4,6,-5,6,0.0,114,9,7,3
Cc1cc(C(=O)Nc2sc3c(c2C#N)CCC(C)C3)cs1 (centres undefined),0.5,-2,2,-2,0.0,96,-16,-3,-7
C/C(=N\NS(=O)(=O)c1cccc([N+](=O)[O-])c1)c1cccnc1,1.3,9,3,4,0.0,95,-21,2,-6
O=c1nc2n(c3ncccc13)CCC2,-1.2,4,1,5,0.1,90,-4,-1,-1
O=C(CNC(=O)c1ccco1)NCC(=O)OCc1ccccc1Cl,-1.0,3,-1,0,0.2,104,-18,7,-2
C=CCn1c(SCC(=O)N2CCc3ccccc3C2)nnc1-c1ccncc1,0.5,-8,-2,-21,0.9,122,-2,0,1
C[N+](C)(C)CCCCCCC(=O)/C=N/O,1.6,-11,-1,-20,0.1,107,10,5,-3
COc1cccc(OCC(Cn2cnc3ccccc32)OC(C)=O)c1 (centres undefined),0.3,1,2,-8,0.2,78,-6,-1,-5
Cc1cccc(/C=C2\Sc3ccc(C(=O)N4CCOCC4)cc3N(C)C2=O)c1,nt,3,3,3,-0.1,121,4,3,0

# Screening data: PubChem BioAssay, several laboratories
